Assay outcomes as filed in PubChem.
IL1B secr inh: inhibitors of inflammasome signaling (IL-1 beta secretion) | 4.7% of 360,000 active | AID 743279 | THP-1 LPS/ATP IL-1B secretion, AlphaLISA, 16 h; active compounds read low | activity change, % at 57.5 µM; in the data active = activity change below about -50%; inconclusive = mostly about -30% to -49%; note: % is set by controls: 0 for no effect and ±100 for the full control effect
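THP-1 cells pretreated 1 hr with compounds (up to 57.5 uM final), then stimulated with LPS (250 ng/mL final) plus ATP (1.25 mM final); secreted IL-1B measured by AlphaLISA after 16 hr, decreased signal indicating inhibition.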
MCF10A rerep: DNA re-replication induction in MCF 10a cells; 2.9% of 350,000 active; Potency, µM (highest dose often 46.1 µM), for inactives: at the top dose activity, positive = re-replication, usual class: activators; AID 624296; MCF 10A DNA re-replication, Hoechst nuclear intensity, 48 h; note: potency is the fitted concentration of half-maximal effect; % of control where 0% means no effect; nearly all actives have a fitted effect of over 50% in size
HEK293 tox: cytotoxicity in counter-screen for GLP-1R inverse agonists; HEK293 cAMP-luciferase reporter cells, luminescence, 24 h; Potency, µM (series often up to 38.3 µM), for the others: at the highest dose activity change, negative = inhibition, hits mostly inhibitors; 0.13% of 410,000 active; AID 624418;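 note: loss of luciferase light is scored as toxicity; potency is the fitted concentration of half-maximal effect; % is set by controls: 0 for no effect and ±100 for the full control effect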
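A 23 nL compound transfer followed 12 hours of cell culture at 37 deg C; exposure then lasted 24 hr. Luciferase assay detection reagent was dispensed and plates read for luminescence after a 12 min room-temperature wait.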
KB-3-1 cytotox: kills parental KB-3-1 adenocarcinoma cells. KB-3-1 viability, CellTiter-Glo ATP luminescence, 72 h. Potency, µM (series often up to 46.1 µM), for the others: at the top dose activity change, negative = cytotoxic, most hits filed as cytotoxic. 1.4% of 400,000 active; note: potency is the fitted concentration of half-maximal effect; % is set by controls: 0 for no effect and ±100 for the full control effect; nearly all actives have a fitted effect of over 60% in size
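Screening of KB-3-1 cells (DMEM, 10% FBS, phenol-red free) ran from lowest to highest compound concentration; after 72 h at 37 °C viability was read luminescently and curves fitted.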
SW480 rereplic: inducers of DNA re-replication in SW480 colon cancer cells; SW480 DNA re-replication, Hoechst DNA content imaging, 48 h; Potency, µM (doses to about 46.1 µM), for the others: at the highest dose re-replication activation, actives largely listed as activators; 1.8% of 340,000 active; AID 624297; note: potency is the fitted concentration of half-maximal effect; % of control where 0% means no effect; nearly all actives have a fitted effect of over 55% in size
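250 cells/well; 23 nL cpd via pin tool; 48 hr, 37 C, 5% CO2; Hoechst 40 min; imager read of total nuclear intensity, ex 405/em 500-530 nm.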
HT1080-NT tox: kills 2HG-producing HT-1080-NT fibrosarcoma cells; AID 686970; 1.6% of 360,000 active; Potency, µM (titrated, usually from 46.1 µM), without a hit: top-dose activity, negative = less viability, usual class: cytotoxic; HT-1080-NT fibrosarcoma viability, CellTiter-Glo ATP luminescence, 48 h;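 note: NT is the 2HG producing partner of a matched IDH1 knockdown line; potency is the fitted concentration of half-maximal effect; 0% = DMSO-treated cells and -100% = media-only wells without cells; nearly all actives have a fitted effect of over 55% in size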
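HT-1080-NT fibrosarcoma cells (2HG-overproducing), 750 cells/well in RPMI with 5% FBS, dosed after 2 h and incubated 48 h at 37C. CellTiter-Glo luminescence normalized to DMSO and no-cell wells; concentration-response curves fitted and classed.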
KB-V1 MDR tox: kills drug-selected multidrug resistant KB-V1 cells; KB-V1 MDR cells viability, CellTiter-Glo, 72 h; Potency, µM (titrated, usually from 46.1 µM), inactives show at the highest dose activity change, negative = cytotoxicity, usual class: cytotoxic; 3.4% of 400,000 active; AID 1347076; note: potency is the fitted concentration of half-maximal effect; % is set by controls: 0 for no effect and ±100 for the full control effect; nearly all actives have a fitted effect of over 60% in size
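Luminescent ATP read-out (CellTiter-Glo, 10 min) measures survival of drug-selected KB-V1 MDR cells after 72 h, 37 degrees C compound exposure. Medium: phenol-red-free DMEM, 10% FBS. Values from fitted concentration-response curves.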
HT1080 IDH1KD tx: toxicity to HT-1080 IDH1 knockdown cells (counter line); 2% of 360,000 active; HT-1080 IDH1 knockdown viability, ATP luminescence, 48 h; Potency, µM (doses to about 46.1 µM), without a hit: top-dose activity, negative = toxicity, most hits filed as cytotoxic; AID 686971;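 note: potency is the fitted concentration of half-maximal effect; 0% = DMSO wells and -100% = cell-free medium wells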
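Using the IDH1-knockdown HT-1080 line run in the same batch and compound series as the NT line, viability after 48 h at 37 °C was determined by CellTiter-Glo luminescence and expressed as % activity.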
D3 ag: D3 dopamine receptor (human) agonism | 0.58% of 410,000 active | P35462 | max activation, % | D3R DiscoveRx beta-arrestin cells, luminescence, 90 min; in the data active = max activation above about 30%; note: 0% is about no effect; mostly tested at two doses, the higher about 12 µM
Target sequence (P35462 whole entry, looked up): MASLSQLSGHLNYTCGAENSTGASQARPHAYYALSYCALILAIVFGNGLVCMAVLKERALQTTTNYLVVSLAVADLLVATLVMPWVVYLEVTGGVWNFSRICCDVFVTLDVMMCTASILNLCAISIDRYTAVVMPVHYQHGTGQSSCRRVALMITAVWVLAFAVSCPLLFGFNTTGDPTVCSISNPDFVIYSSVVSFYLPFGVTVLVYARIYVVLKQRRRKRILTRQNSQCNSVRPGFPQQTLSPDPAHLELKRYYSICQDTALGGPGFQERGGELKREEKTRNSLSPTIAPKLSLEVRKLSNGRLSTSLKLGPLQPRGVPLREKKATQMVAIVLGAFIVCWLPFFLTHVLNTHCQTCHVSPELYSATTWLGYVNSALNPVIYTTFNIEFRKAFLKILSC
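Agonist mode: compounds and dopamine controls were applied to plated cells for 90 min at 37 degrees C after an overnight attachment at 1500 cells/well. Luminescent read-out followed 30 - 60 minutes at room temperature with DiscoveRx detection reagent.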
Numbers without * were called inactive; u = inconclusive; x = not tested or not shown; & = joins results of further samples; [ ] = another dose, or the depositor's remark. Unless noted, calls come from the whole dose curve; as a rule, active = well fitted curve in the direction sought with a large enough effect; inconclusive = small, poorly fitted or top-dose-only effect, or another doubt; inactive = no such curve, though single readings can be large; an effect the other way counts as inactive or inconclusive.

Values in the order – IL1B secr inh, MCF10A rerep, HEK293 tox, KB-3-1 cytotox, SW480 rereplic, HT1080-NT tox, KB-V1 MDR tox, HT1080 IDH1KD tx, D3 ag
1: CCOC(=O)CC(=O)CSc1nc2ccccc2c(=O)n1-c1ccc(C(=O)NCCOC)cc1
  9, 6%, -4%&6%, 21%, -1%, 1%, -26%, -3%, -11&-14
2: CC(C)c1ccc(S(=O)(=O)Nc2ccc(O)c(Sc3ncn[nH]3)c2)cc1
  -15, -50%[inhibitor], 1%, 0%, -3%, -3%, 12%, 0%, 4
3: COc1cc2c(cc1OC)-c1cc(NC3CCCCCC3)nc(=O)n1CC2
  -15, 23%, 11%, -1%, 0%, -9%, -11%, -12%, -14
4: Nc1nc(-c2ccccc2Br)cs1
  8, 4%, 9%, -2%, 2%, -4%, 4%, -28%, -3
5: CCCCNC(=O)COCc1cc(-c2ccc3c(c2)OCO3)on1
  26, 0%, 1%, 0%, -1%, -21%, -9%, u, 7
6: CC(=O)c1ccc(OCC(=O)c2ccc(-c3ccccc3)cc2)cc1
  -20, u, -5%, 6%, 2%, 4%, 2%, 6%, 3
7: COc1cc2c(cc1NC(=O)CSc1cccc[n+]1[O-])oc1ccccc12
  u, 15%, -24%, u, -7%, 4%, 12µM*, 3%, 5
8: COc1ccc(/C=N/NC(=O)C(C)n2cnc3ccccc3c2=O)cc1OC (stereo not drawn)
  -8, 2%, -2%[1.53 µM], -4%, 5%, -1%, -16%, 2%, 0
9: Cc1ccc(N2CCN(C(C(=O)Nc3c(C)cccc3C)c3cc4ccccc4o3)CC2)cc1 (stereo not drawn)
  4, x, 7%, -27%, x, 0%, u, 3%, 5
10: COc1ccccc1NC(=O)CSc1oc(-c2ccccc2)nc1S(=O)(=O)c1ccc(C)cc1
  x, x, 0%, 0%, x, x, -4%, x, -4
11: Cc1cccc(NC(=O)NCCOCCn2c(=O)oc3ccccc32)c1C
  x, x, 1%, -2%, x, x, -1%, x, -3
12: O/N=C/c1cc(Cl)ccc1OCc1ccccc1Cl
  1, u, -5%, -12%, -2%[9.22 µM], u, 0%, u, -11
13: CCN(CC)C(=O)c1[nH]cnc1C(=O)Nc1cccc(C)c1
  -14, -6%, 2%, 2%, -24%[9.22 µM], 5%, -5%, 15%, -17
14: CCOC(=O)C1=CC[C@@H](c2ccccc2Cl)N(S(=O)(=O)c2ccc(C)cc2)[C@H]1C(=O)OCC
  -1, 4%, -9%, u, 0%, -2%, 16µM*, -12%, -9
15: COc1cc(CCC(=O)Nc2c(C(=O)N3CCN(c4ccccc4)CC3)oc3ccccc23)on1
  -61*, 7%, -8%, 0%, -6%, 2%, 7%, -4%, -1

Reprinted from the part before: 6 entries, followed by the next part.
Values in the order – IL1B secr inh, MCF10A rerep, HEK293 tox, KB-3-1 cytotox, SW480 rereplic, HT1080-NT tox, KB-V1 MDR tox, HT1080 IDH1KD tx, D3 ag
10: COc1ccccc1NC(=O)CSc1oc(-c2ccccc2)nc1S(=O)(=O)c1ccc(C)cc1
  x, x, 0%, 0%, x, x, -4%, x, -4
11: Cc1cccc(NC(=O)NCCOCCn2c(=O)oc3ccccc32)c1C
  x, x, 1%, -2%, x, x, -1%, x, -3
12: O/N=C/c1cc(Cl)ccc1OCc1ccccc1Cl
  1, u, -5%, -12%, -2%[9.22 µM], u, 0%, u, -11
13: CCN(CC)C(=O)c1[nH]cnc1C(=O)Nc1cccc(C)c1
  -14, -6%, 2%, 2%, -24%[9.22 µM], 5%, -5%, 15%, -17
14: CCOC(=O)C1=CC[C@@H](c2ccccc2Cl)N(S(=O)(=O)c2ccc(C)cc2)[C@H]1C(=O)OCC
  -1, 4%, -9%, u, 0%, -2%, 16µM*, -12%, -9
15: COc1cc(CCC(=O)Nc2c(C(=O)N3CCN(c4ccccc4)CC3)oc3ccccc23)on1
  -61*, 7%, -8%, 0%, -6%, 2%, 7%, -4%, -1
16: O=C(NCc1ccccc1)C1=C[C@H](C2CC2)C[C@H](OCc2ccc(CO)cc2)O1
  -25, 3%, -16%, -10%, -1%, 2%, -15%, 1%, -30
17: Cc1ccc(C)c(N2CCN(CCCNC(=O)Cn3ncc4c5ccccc5n(C)c4c3=O)CC2)c1
  x, x, 1%, 7%, x, x, 0%, x, -19
18: COc1ccc(S(=O)(=O)Nc2ccccc2OC)cc1NC(=O)Cc1cccs1
  0, -3%, 5%, -5%, -2%, 0%, 0%, -2%, -2
19: CC(C)C[C@@H](CNCC(=O)[C@H](Cc1c[nH]c2ccccc12)NC(=O)c1[nH]cnc1C(=O)N[C@H](CN)CC(C)C)NC(=O)c1nc[nH]c1C(=O)N[C@@H](CC(=O)O)C(=O)O
  0, u, 3%, -2%, -1%, 6%, -16%, 8%, -34
20: CC(=O)Nc1ccc(-c2ccnc3c2CC(C(=O)NCC2CC2)O3)cc1 (stereo not drawn)
  27, x, -15%, u, x, u, -19%, 16µM*, 9
21: O=C(NCCC1=CCCCC1)c1cc(S(=O)(=O)N2CCCCC2)ccc1Cl
  7, 3%, 1%, -13%, u, -17%, 0%, -17%, 6
22: CCCCN(C(C)=O)c1ccc2c(c1)C1CC2CCN1Cc1ccccc1 (stereo not drawn)
  -22, x, 0%, 14%, x, 6%, 18%, 7%, -11
23: O=C(Nc1ccc([N+](=O)[O-])cc1)c1ccccc1
  -1, -3%, -3%, -11%, 6%, -1%, 1%, 1%, -14
24: Cc1ccc(S(=O)(=O)NC2=NCCCCC2)cc1
  -1, 0%, 0%, 1%, -3%, 18%, 4%, 7%, 1
25: CC(=O)c1ccc(N2CCN(CC(=O)Nc3ccc4c(c3)OCCO4)CC2)cc1
  -12, -12%, 7%, x, 0%, -2%, x, 2%, 0
26: CSc1nc2cc(F)c(F)cc2n1C
  0, -3%, -5%, 15%, -5%, 9%, 13%, 7%, -1
27: O=C1C=C(Nc2cccnc2)c2ccccc2C1=O
  -70*, 9.2µM*, -2%, 8.2µM*, 6.5µM*, 23µM*, u, 23µM*, -5
28: O=C(Cn1cccn1)N1CCCC(N2CCN(c3cccc(C(F)(F)F)c3)CC2)C1 (stereo not drawn)
  0, -4%, -2%, -7%, -8%, -10%, -9%, 6%, -15
29: O=C(Cc1ccccc1)N1CCCC(c2nc(-c3cccs3)no2)C1 (stereo not drawn)
  7, 1%, 0%, -23%, -2%, -5%, -26%, -1%, -6
30: CCOC(=O)CNC(=O)Nc1cccc(Cl)c1C
  0, -1%, 1%, -3%, -12%, 18%, 13%, 2%, -7
31: O=C(Nc1ccc(F)cc1)c1ccc(S(=O)(=O)N2CCCC2)cc1
  -75*, 10%, -3%, -3%, -5%, -9%, u, -2%, 3
32: CC(=O)c1ccc(Sc2ccccn2)c([N+](=O)[O-])c1
  -24, 10%, -4%, -10%, -11%, 21%, 3%, 18%, 6
33: Cc1c(N(C(=O)c2ccccn2)C2(C(=O)NC3CCCCC3)CCCCC2)c(=O)n(-c2ccccc2)n1C
  7, 3%, -2%, -4%, u, 10%, -2%, 8%, -8
34: Cc1ccc(S(=O)(=O)N2CC(O)CC2C(=O)O)cc1 (stereo not drawn)
  29, -15%, -1%, -10%, 1%, 1%, 23%, 13%, -14
35: CC1CCC2(CC1)NC(=O)N(CC(=O)Nc1cccc(S(=O)(=O)N(C)c3ccccc3)c1)C2=O (stereo not drawn)
  u, x, -16%, -1%, x, -4%, 8%, -12%, -8
36: CCC1(C)Cc2ccccc2-c2[nH][nH]c(=O)c21 (stereo not drawn)
  -8, 4%, 4%, -3%, -8%, -1%, 0%, -2%, 2
37: CC(=O)c1ccc(NC(=O)C(Cc2ccccc2)NC(=O)c2ccco2)cc1 (stereo not drawn)
  0, 4%, -1%, 18%, -4%, 10%, -2%, 7%, -4
38: CCN(c1cccc(C)c1)S(=O)(=O)c1ccc(-c2coc(C)n2)cc1
  27, 4%, u, 4%, -4%, 10%, -21%, -5%, -3
39: NS(=O)(=O)c1ccc(CCNS(=O)(=O)c2ccc3c(c2)NC(=O)CO3)cc1
  -11, 7%, -3%, 9%, -17%, 16%, u, 6%, -1
40: Cc1nc2ccn(Cc3ccccc3)c(=O)c2cc1C(=O)N1CCN(c2ccccc2F)CC1
  x, x, -2%, 2%, x, x, 10%, x, 9
41: C[C@H](CO)N1C[C@H](C)[C@@H](CN(C)CC2CCCCC2)Oc2c(NC(=O)CCC(F)(F)F)cccc2C1=O
  7, 2%, 31%[activator], -22%, 21%, u, -16%, -25%, -2
42: CCOC(=O)c1ccccc1NC(=O)COC(=O)C1CCN(S(=O)(=O)c2ccccc2C(=O)OC)CC1
  8, 1%, 19%, 3%, -3%, -3%, 2%, -1%, 6
43: Cc1ccc(S(=O)(=O)N(C)C)cc1NC(=O)C(C)NC(C)c1cccs1 (stereo not drawn)
  51, -1%, 0%, -7%, -93%[inhibitor], -1%, -4%, -4%, -15

Only SW480 rereplic (two entries from above):
no.	SMILES	SW480 rereplic
42	CCOC(=O)c1ccccc1NC(=O)COC(=O)C1CCN(S(=O)(=O)c2ccccc2C(=O)OC)CC1	-3%
43	Cc1ccc(S(=O)(=O)N(C)C)cc1NC(=O)C(C)NC(C)c1cccs1 (stereo not drawn)	-93%[inhibitor]
